POLK inh = DNA polymerase kappa (human) inhibition; Q9UBT6; purified Pol kappa, fluorescent DNA synthesis assay, 10 min; Potency, µM (titrated, usually from 107 µM), for inactives: at the highest dose activity, negative = inhibition, most hits filed as inhibitors; 400,000 compounds, 0.53% hits; AID 588579; note: % is set by controls: 0 for no effect and ±100 for the full control effect
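Enzyme at 10 nM met test compounds for 15 min at room temperature. Substrate addition (50 nM final) began the reaction, which was monitored by fluorescence at 0 and 10 min.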
Pol iota inh = inhibitors of human DNA polymerase iota | Q9UNA4 | Pol iota fluorescent replication assay, 10 min | Potency, µM (doses to about 115 µM), for inactives: at the highest dose activity, negative = inhibition, most hits filed as inhibitors | 390,000 compounds, 1% hits
Target sequence (Q9UNA4 whole entry, looked up): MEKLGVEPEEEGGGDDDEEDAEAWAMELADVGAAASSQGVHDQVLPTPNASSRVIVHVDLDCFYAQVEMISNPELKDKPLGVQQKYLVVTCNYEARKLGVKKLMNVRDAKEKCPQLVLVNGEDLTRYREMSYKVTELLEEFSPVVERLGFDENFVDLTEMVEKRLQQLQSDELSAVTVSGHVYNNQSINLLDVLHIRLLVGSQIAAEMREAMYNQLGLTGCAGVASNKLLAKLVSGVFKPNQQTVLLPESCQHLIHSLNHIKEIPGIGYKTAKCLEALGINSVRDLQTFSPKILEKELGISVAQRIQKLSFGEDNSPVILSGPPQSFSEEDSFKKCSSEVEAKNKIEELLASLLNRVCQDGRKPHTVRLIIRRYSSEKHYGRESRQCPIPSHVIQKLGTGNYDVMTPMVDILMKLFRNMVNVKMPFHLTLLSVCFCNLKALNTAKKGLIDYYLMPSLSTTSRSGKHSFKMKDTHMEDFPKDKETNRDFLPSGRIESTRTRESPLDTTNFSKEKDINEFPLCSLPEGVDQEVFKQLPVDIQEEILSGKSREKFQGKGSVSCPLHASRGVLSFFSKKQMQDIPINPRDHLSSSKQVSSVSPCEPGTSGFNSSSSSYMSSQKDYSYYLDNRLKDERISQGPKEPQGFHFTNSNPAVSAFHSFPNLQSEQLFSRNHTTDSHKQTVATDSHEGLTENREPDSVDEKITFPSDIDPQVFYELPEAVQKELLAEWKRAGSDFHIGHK
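Pol iota at 10 nM preincubated 15 min with compounds at room temperature; reaction started with fluorescent substrate, 50 nM final. Fluorescence read kinetically at 0 and 10 min; buffer-only wells as negative control.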
POLB inh = inhibitors of human DNA polymerase beta | P06746 | Pol beta primer extension/strand displacement, fluorescence kinetic | Potency, µM (titrated, usually from 114 µM), for inactives: at the highest dose activity change, negative = inhibition, usual class: inhibitors | 340,000 compounds, 1.3% hits | AID 485314; note: % is set by controls: 0 for no effect and ±100 for the full control effect
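10 nM enzyme + cpd, 15 min RT; start with substrate 50 nM final; read 0 min and after 10 min RT. Corrected, normalized data; 4-parameter Hill curve fit.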
BAZ2B inh = inhibitors of human BAZ2B bromodomain; Q9UIF8; AlphaScreen BAZ2B-H3K14Ac peptide displacement; Potency, µM (top dose mostly 114 µM), for the others: at the top dose activity change, negative = inhibition, actives largely listed as inhibitors; 360,000 compounds, 4.4% hits; AID 504333; note: % is set by controls: 0 for no effect and ±100 for the full control effect; nearly all actives have a fitted effect of over 60% in size
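BAZ2B (50 nM) with biotin-H3(5-23)K14Ac peptide (50 nM) in PBS pH 7.4, 0.01% Tween-20, preformed 30 min, then compound 30 min at room temperature; top concentration 110uM. AlphaScreen streptavidin donor/nickel chelate acceptor beads (10 ug/mL final), 20 min dark, signal read.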
JMJD2A Tudor = JMJD2A Tudor domain (human) inhibition; O75164; AlphaScreen JMJD2A-Tudor / H3K4me3 peptide binding; Potency, µM (titrated, usually from 114 µM), for inactives: at the top dose activity change, negative = inhibition, actives largely listed as inhibitors; 390,000 compounds, 4.4% hits; note: % is set by controls: 0 for no effect and ±100 for the full control effect; nearly all actives have a fitted effect of over 50% in size
Pol eta inh = blocks human DNA polymerase eta activity | recombinant Pol eta, fluorescent DNA replication assay | Potency, µM (top dose mostly 114 µM), without a hit: top-dose activity change, negative = inhibition, hits mostly inhibitors | 390,000 compounds, 1.2% hits; note: % is set by controls: 0 for no effect and ±100 for the full control effect
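Pol eta (10 nM) was preincubated with compounds for 15 min at room temperature, after which fluorescent replication substrate (50 nM final) was added to start the reaction. Fluorescence was read kinetically at 0 and 10 min.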
APE1 inh = APE1 (human) endonuclease inhibition | recombinant APE1, TAMRA/BHQ-2 abasic DNA cleavage fluorescence | 350,000 compounds, 0.35% hits | P27695 | Potency, µM (series often up to 65.8 µM), inactives show at the top dose activity change, negative = inhibition, hits mostly inhibitors | AID 2517;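 note: plate controls were vehicle for no effect and reference inhibitor for full effect; nearly all actives have a fitted effect of over 55% in size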
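Readout is kinetic fluorescence (ex 525, em 598 nm) from cleavage of 50 nM TAMRA/BHQ-2 THF abasic duplex by 0.75 nM APE1, compound added 15 min beforehand at RT.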
G9a block = inhibitors of human histone lysine methyltransferase G9a; Q96KQ7; AID 504332; Potency, µM (top dose mostly 102 µM), for the others: at the top dose activity, negative = inhibition, hits mostly inhibitors; 350,000 compounds, 8.8% hits; G9a H3K9 monomethylation, AlphaScreen, 2 h; note: % is set by controls: 0 for no effect and ±100 for the full control effect; nearly all actives have a fitted effect of over 75% in size
Target sequence (Q96KQ7 913-1193 limits assumed): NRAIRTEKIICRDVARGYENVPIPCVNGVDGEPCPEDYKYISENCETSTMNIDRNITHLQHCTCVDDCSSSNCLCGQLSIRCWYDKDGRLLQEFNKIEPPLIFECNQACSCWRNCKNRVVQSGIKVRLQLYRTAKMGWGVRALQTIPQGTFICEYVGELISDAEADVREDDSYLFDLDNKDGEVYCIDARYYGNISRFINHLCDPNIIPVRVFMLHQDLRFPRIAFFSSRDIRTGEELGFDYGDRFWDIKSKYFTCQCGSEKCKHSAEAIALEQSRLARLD
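Step 1: enzyme (final 20 nM) with compound, 15 min RT. Step 2: substrate peptide 500 nM and SAM 20 uM, 2 h RT. Step 3: anti-H3K9me1 antibody and AlphaScreen beads, 10 min, then plate read.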
BLM inh = inhibitors of human Bloom syndrome helicase BLM; P54132; AID 2528; Potency, µM (series often up to 56.1 µM), for inactives: at the top dose activity change, negative = inhibition, hits mostly inhibitors; recombinant BLM DNA unwinding, fluorescence dequenching; 350,000 compounds, 0.2% hits;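 note: plate controls were vehicle for no effect and no enzyme for full effect; nearly all actives have a fitted effect of over 35% in size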
The depositor's hits bear a star; ? = inconclusive; · = not tested or not shown; [ ] = remark or other dose. Calls come from the whole dose curve; as a rule, active = well fitted curve in the direction sought with a large enough effect; inconclusive = small, poorly fitted or top-dose-only effect, or another doubt; inactive = no such curve, though single readings can be large; an effect the other way counts as inactive or inconclusive. Potency is the fitted concentration of half-maximal effect.

no.	canonical_smiles	POLK inh	Pol iota inh	POLB inh	BAZ2B inh	JMJD2A Tudor	Pol eta inh	APE1 inh	G9a block	BLM inh
1	O=C(CCc1ccccc1)N1CCN(c2ccccc2F)CC1	-3%	20%	32%	-20%	-12%	-7%	-2%	3%	-1%
2	COC(=O)c1cc(NC(=O)c2ccc(-c3ccc(Cl)cc3Cl)o2)cc(C(=O)OC)c1	-3%	7%	0%	3%	-9%	-6%	·	9%[59 µM]	-6%
3	Cc1cccc(N(C(=O)CNC(=O)c2ccco2)C(C(=O)NC2CCCC2)c2ccncc2)c1 (stereo unspecified)	-22%	29%	-13%	-1%	-5%	-2%	2%	17%[59 µM]	2%
4	COCCn1cnc2c1c(=O)n(CC(=O)NN)c(=O)n2Cc1ccccc1	0%	32%[activator]	48%	5%	-2%	-7%	12%	17%[2.33 µM]	-4%
5	CC(=O)N1CCN(S(=O)(=O)c2cccc(C(=O)NC3CC3)c2)CC1	-5%	13%	·	-15%	-12%	1%	10%	-44%[12.7 µM]	·
6	CC(C)CC(=O)Nc1cccc(NC(=O)c2ccccc2Cl)c1	-11%	5%	1%	6%	-2%	-10%	2%	3%[59 µM]	-2%
7	COc1ccc(C(C(=O)NC2CCCCC2)N(C(=O)Cc2c[nH]c3ccccc23)c2ccccc2)cc1OC (stereo unspecified)	-9%	4%	4%	?	-36%	-22%	9%	?	-4%
8	Cc1nc(N2CCOCC2)c2c(C(=O)N3CCN(c4ccccc4)CC3)c(C)oc2n1	5%	-4%	18%	6%[57.1 µM]	-15%	-12%	·	-1%[59 µM]	0%
9	CCOc1cc(C(=O)N(Cc2nc(-c3ccc(C)cc3)no2)C(C)C)cc(OCC)c1OCC	-6%	?	2%	0%	-6%	-13%	·	0%[59 µM]	-10%
10	O=C(CSc1cccc2cccc(Cl)c12)NC1=NCCS1	0%	91%[activator]	2%	-25%	-9%	-7%	-6%	?	-9%
11	N=c1n(Cc2ccc(Cl)cc2)c2ccccc2n1CC(O)c1ccco1 (stereo unspecified)	-2%	3%	0%	-38%	?	-5%	-3%	?	-3%
12	Cc1nn(C(C)C(=O)NCCc2cccs2)c(=O)c2nn(-c3ccccc3)c(C)c12 (stereo unspecified)	-2%	17%	0%	-14%	-12%	-5%	54%	52%[activator]	1%
13	CN1CCC(N(C)C(=O)CNC(=O)c2ccc(C(C)(C)C)cc2)CC1	6%	11%	-14%	-3%	-26%	-8%	1%	-7%	-13%
14	COc1ccc(NC(=O)Cn2nnc(C(=O)NCc3ccc(C)cc3)c2N)cc1OC	5%	?	?	-15%	-17%	-26%	-16%	16%	-9%
15	O=C(Nc1cccc2ncccc12)c1ccc2c(c1)OCCO2	3%	4%	-9%	-3%	-8%	-17%	-2%	-34%[12.7 µM]	-1%
16	CNc1ccncc1S(=O)(=O)NC	-9%	-15%	18%	7%	-1%	-11%	-2%	8%[59 µM]	1%
17	COc1ccc(C2OC[C@H]3O[C@H](O)[C@H](NC(C)=O)[C@@H](O)[C@@H]3O2)cc1 (stereo partly specified)	-2%	19%	-11%	-16%	-3%	-5%	-2%	20%[59 µM]	-5%
18	COc1ccc(S(=O)(=O)NCCOc2ccccc2)cc1F	-6%	-23%	40%	-7%	-8%	-2%	26%	48%	-4%
19	COc1ccccc1C1NC(=O)CCC1[N+](=O)[O-] (stereo unspecified)	-2%	128%[activator]	17%	-1%	-5%	?	19%	-18%	-2%
20	Cc1ccc(CSc2ncc(Cl)c(C(=O)Oc3ccc(F)cc3)n2)cc1	-4%	40%[activator]	34%	61%[activator]	13%	0%	·	80%[activator][59 µM]	-1%
21	O=C(Nc1ccc(O)cc1C(=O)O)c1ccc2c(c1)C(=O)N(Cc1ccco1)C2=O	-28%	?	?	50µM*	?	40µM*	?	?	-4%
22	O=C(COC(=O)c1ccc(-n2cnnn2)cc1)c1ccc(Br)cc1	-6%	59%[activator]	·	14%	-12%	-5%	-2%	-5%	·
23	COc1ccccc1C(=O)N1CCNC(=O)C1CC(=O)Nc1ccc(Cl)cc1 (stereo unspecified)	-6%	13%	2%	-1%	-18%	-5%	-1%	11%[59 µM]	3%
24	COc1ccc(C2C3C=CCC(C)C3C(=O)N2Cc2ccccc2)cc1Cl (stereo unspecified)	-7%	-13%	·	·	-10%	·	-8%	·	-11%
25	CC(C)c1c(O)ccc2c1CCC1[C@@](C)(C=O)CCC[C@@]21C (stereo partly specified)	?	·	·	·	·	·	5%	-3%[2.33 µM]	-8%
26	Cc1ccc(OCC(O)Cn2c3ccccc3c3ccccc32)cc1 (stereo unspecified)	-4%	-1%	7%	3%	17%	-12%	-4%	72%[activator]	-10%
27	CC1CCCC/C1=N\NC(=S)Nc1ccccc1 (stereo unspecified)	-5%	-6%	21%	?	?	0%	-11%	32µM*	-2%
28	CCc1c(CN2CCN(c3cccc(C)c3C)CC2)csc1C	-10%	8%	-4%	5%	-2%	-21%	·	9%[59 µM]	0%
29	CCN1CCN(S(=O)(=O)c2ccc(Cl)c(C(=O)N(CC(C)C)C3CCS(=O)(=O)C3)c2)CC1 (stereo unspecified)	0%	5%	·	·	-8%	-14%	·	·	·
30	O=C(OC1C2CCC1C1CN(CCc3ccccc3)CC12)c1ccccc1 (stereo unspecified)	-4%	15%	1%	-8%	-13%	-21%	16%	-25%	-1%

Full records, looked up by structure.
Listed for `COc1ccccc1C1NC(=O)CCC1[N+](=O)[O-]` (stereo unspecified) → POLK inh: -2%; Pol iota inh: 128%[activator]; POLB inh: 17%; BAZ2B inh: -1%; JMJD2A Tudor: -5%; Pol eta inh: ?; APE1 inh: 19%; G9a block: -18%; BLM inh: -2%
Listed for `CCOc1cc(C(=O)N(Cc2nc(-c3ccc(C)cc3)no2)C(C)C)cc(OCC)c1OCC` → POLK inh: -6%; Pol iota inh: ?; POLB inh: 2%; BAZ2B inh: 0%; JMJD2A Tudor: -6%; Pol eta inh: -13%; APE1 inh: ·; G9a block: 0%[59 µM]; BLM inh: -10%
Listed for `COc1ccc(C2OC[C@H]3O[C@H](O)[C@H](NC(C)=O)[C@@H](O)[C@@H]3O2)cc1` (stereo partly specified) → POLK inh: -2%; Pol iota inh: 19%; POLB inh: -11%; BAZ2B inh: -16%; JMJD2A Tudor: -3%; Pol eta inh: -5%; APE1 inh: -2%; G9a block: 20%[59 µM]; BLM inh: -5%

Next part:
no.	canonical_smiles	POLK inh	Pol iota inh	POLB inh	BAZ2B inh	JMJD2A Tudor	Pol eta inh	APE1 inh	G9a block	BLM inh
31	COc1ccc(N=Cc2c(C)[nH][nH]c2=O)cc1	3%	6%	20%	-24%	-16%	1%	-8%	-8%	1%
32	COc1ccccc1-c1csc(NC(=O)c2cc(-c3cccs3)nc3ccccc23)n1	3%	-23%	23%	-38%	-14%	-7%	15%	28%[59 µM]	-15%
33	Cc1ccc(S(=O)(=O)NCC(=O)NCC(=O)OCC(=O)N2CC(=O)Nc3ccccc32)cc1C	0%	-19%	10%	-2%	?	-9%	6%	9%	-5%
34	Cc1ccc(CN2CCC(n3nccc3NC(=O)CCOc3ccccc3)CC2)o1	-2%	18%	52%	-19%	-17%	-14%	-2%	-16%	-1%
35	CC1(C)CC(=O)c2sc(N)nc2C1	5%	14%	5%	1%	-4%	0%	1%	-13%[59 µM]	-5%
36	COc1ccc(N2CC(NC(=O)c3c(F)cccc3Cl)CC2=O)cc1OC (stereo unspecified)	-7%[60.1 µM]	53%[activator]	7%	-8%	-13%	-6%	·	-4%[59 µM]	-2%
37	Cc1onc(-c2ccccc2)c1C(=O)c1ccccc1	5%	-8%	-7%	23%	34%	-15%	-5%	70%[activator]	-4%
38	CCCNC(=O)Nc1cc(OCC)c(N2CCOCC2)cc1OCC	-12%	6%	-22%	8%	-21%	-2%	-10%	4%[12.7 µM]	-8%
39	COc1ccc2c(C)c(CCC(=O)NCc3ccccc3OC)c(=O)oc2c1	10%	43%[activator]	-1%	-1%	-3%	-15%	·	1%[59 µM]	-7%
40	NC(=O)NC(=O)COC(=O)c1cccnc1Nc1ccccc1F	2%	?	3%	-11%	-17%	4%	-2%	24%	-1%
41	CCCCn1c(SCC(=O)N(CC)C2CCS(=O)(=O)C2)nnc1C(CC)N(C)C (stereo unspecified)	-3%	13%	1%	-4%	-7%	-11%	-2%	?	2%
42	Cc1ccc(Nc2nc3ccccc3[nH]2)nc1	-14%	0%	?	-37%	-27%[57.1 µM]	-15%	-5%	25%[59 µM]	2%
43	COc1ccc(N2CCN(c3ncnc4scc(-c5ccccc5)c34)CC2)cc1	-8%	35%[activator]	24%	14µM*	25µM*	-17%	-14%	7.9µM*	-11%
44	CCc1nc(SCC(=O)Nc2cc(OC)ccc2OC)c2c(C)c(C)sc2n1	-3%	-20%	4%	-30%	?	-11%	10%	-5%	-5%
45	CCc1nc(NCCN)c(C#N)c2c1CSC(C)(C)C2	-6%	17%	-4%	-9%	-14%[11.4 µM]	-19%	21%	-4%[12.7 µM]	1%

Single entries from the list.
POLB inh, entry 44 → 4%
G9a block, entry 36 → -4%[59 µM]
APE1 inh, entry 38 → -10%
POLB inh, entry 31 → 20%
BLM inh, entry 33 → -5%
BLM inh, entry 41 → 2%

Source: PubChem BioAssay

The list is partial. The share of hits here may be higher or lower than overall.
